Screening results deposited in PubChem BioAssay by several laboratories.
OXTR agonist: human OXTR agonism | 0.32% of 320,000 active | activation, % at 3 µM | CHO-OTR cells, Fluo-8 calcium fluorescence; normalized: DMSO 0%, oxytocin 100% | AID 2435 | P30559;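 active = activation above the mean of all tested compounds plus 3 SD, cutoff set per screening run, cut at about 20% in these data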;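 also: peak over basal fluorescence ratio from a 100 s FLIPR kinetic read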
Target sequence (P30559 whole entry, looked up): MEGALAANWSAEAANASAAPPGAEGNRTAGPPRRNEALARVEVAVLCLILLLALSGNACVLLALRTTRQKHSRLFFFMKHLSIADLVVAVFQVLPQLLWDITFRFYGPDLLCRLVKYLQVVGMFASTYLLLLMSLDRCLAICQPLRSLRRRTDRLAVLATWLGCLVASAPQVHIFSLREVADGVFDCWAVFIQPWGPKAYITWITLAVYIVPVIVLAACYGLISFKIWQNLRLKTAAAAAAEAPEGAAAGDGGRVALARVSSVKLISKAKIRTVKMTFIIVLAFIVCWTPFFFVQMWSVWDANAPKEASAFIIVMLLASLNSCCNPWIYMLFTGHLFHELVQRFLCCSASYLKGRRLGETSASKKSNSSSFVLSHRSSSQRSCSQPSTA
GPR7 antagonist: blocks human GPR7 receptor signaling | inhibition, % at 4.4 µM | P48145 | GPR7-expressing cells, fluorescence antagonist assay | 1.1% of 290,000 active; in the data active = inhibition above about 16%, passing the limit was not always enough;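 also: cells stimulated with the agonist NPW; 0% = agonist with vehicle and 100% = vehicle without agonist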
Target sequence (P48145 whole entry, looked up): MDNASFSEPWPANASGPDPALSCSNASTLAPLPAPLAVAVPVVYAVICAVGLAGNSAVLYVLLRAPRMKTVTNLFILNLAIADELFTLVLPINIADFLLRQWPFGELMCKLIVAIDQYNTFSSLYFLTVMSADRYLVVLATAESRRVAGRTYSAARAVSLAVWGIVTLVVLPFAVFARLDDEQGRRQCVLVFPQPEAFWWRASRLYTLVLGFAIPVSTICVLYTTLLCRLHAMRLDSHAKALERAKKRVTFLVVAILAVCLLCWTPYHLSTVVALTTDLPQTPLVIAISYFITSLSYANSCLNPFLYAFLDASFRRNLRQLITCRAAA
DNA FID counter: counter-screen for HCV NS3 helicase inhibitors: DNA intercalator displacement; DNA fluorescent intercalator displacement, fluorescence; inhibition, % at 7.9 µM; 0.17% of 290,000 active; in the data active = inhibition above about 37%;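 also: 0% = vehicle and 100% = reference compound; higher means more ethidium bromide displaced from hairpin DNA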
MEKK2 mut-MEK5: signal of MEK5 binding to mutant human MEKK2 PB1 domain. bead flow cytometry, Alexa488-MEK5 binding to MEKK2 mutant. percent response, % at 10 µM. 0.35% of 290,000 active; in the data active = percent response above about 24%, passing the limit was not always enough; also: inactives centre near 1; some results filed as inactive read as strong as hits; reference of the scale not given here
MEKK3 PB1 HTS: raises or lowers MEK5 binding to the human MEKK3 PB1 domain. Q99759. binding response (% of control), % at 10 µM. 1.4% of 290,000 active. bead-based flow cytometry, Alexa488-MEK5 binding to MEKK3; actives lie on both sides; 0 = blocked by unlabeled MEK5, 100 = vehicle;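 active = binding response more than 3 SD above or below the average of its plate-row segment, actives on both sides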;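 also: Alexa488 bead fluorescence after subtracting the streptavidin-only scavenger bead signal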
NALP1 inh: blocks the NALP1 inflammasome reconstituted in yeast; 0.61% of 280,000 active; AID 2071; S. cerevisiae NALP1/ASC/caspase-1 growth, X-gal OD620, 72 h; inhibition, % at 10 µM; in the data active = inhibition mostly above about 24%, no sharp cut-off; inactive = mostly below about 32%; also: some compounds called inactive have numbers as strong as hits
M18AAP inhibitor: PfM18AAP enzyme inhibition | inhibition, % at 7.35 µM | 1.2% of 290,000 active | AID 1822 | recombinant PfM18AAP, H-Glu-NHMec fluorogenic cleavage;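 active = inhibition above the campaign mean inhibition over all tested compounds plus 3 SD, cut at about 28% in these data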;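 also: 0% = plate median of test compound wells and 100% = 2 mM ZnCl2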
PHOSPHO1 inh: blocks human PHOSPHO1 phosphatase activity | inhibition, % at 13.3 µM | recombinant PHOSPHO1, absorbance phosphatase assay | 1.1% of 290,000 active | AID 1565; in the data active = inhibition above about 60%
Target sequence (Q8TCT1 whole entry, looked up): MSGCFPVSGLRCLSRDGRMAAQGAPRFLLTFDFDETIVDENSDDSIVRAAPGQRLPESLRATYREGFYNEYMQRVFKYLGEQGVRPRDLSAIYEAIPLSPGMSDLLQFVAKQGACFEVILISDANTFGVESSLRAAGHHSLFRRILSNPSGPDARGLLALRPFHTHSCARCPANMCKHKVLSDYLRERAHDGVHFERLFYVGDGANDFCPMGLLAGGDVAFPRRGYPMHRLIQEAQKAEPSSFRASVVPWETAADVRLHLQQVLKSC
MEKK2wt PB1 HTS: raises or lowers MEK5 binding to wildtype human MEKK2 PB1 domain; Q9Y2U5; bead flow cytometry, Alexa488-MEK5 binding to MEKK2 WT; actives lie on both sides; binding response (% of control), % at 10 µM; 1.1% of 290,000 active; AID 1531; in the data active = binding response below about 67% or above about 130%
The depositor's hits bear a star; · = no result given; & = joins results of further samples; [ ] = remark or other dose.

SMILES | OXTR agonist | GPR7 antagonist | DNA FID counter | MEKK2 mut-MEK5 | MEKK3 PB1 HTS | NALP1 inh | M18AAP inhibitor | PHOSPHO1 inh | MEKK2wt PB1 HTS
O=C1COCC(=O)N1CCc1c[nH]c2ccccc12 | 2.4 | 2 | -5 | -4 | 91 | 11 | 8 | -1 | 99
COc1ccccc1NC(=O)C(C)OC(=O)C1CC(=O)N(c2ccc3c(c2)OCCO3)C1 (stereo unspecified) | 3.2 | -11 | -33 | 6 | 103 | 11 | 2 | 43 | 106
COc1ccccc1-c1c(C)nn2c(C)c(C(C)=O)cnc12 | -1.9 | -4 | -9 | 1 | 101 | 6 | -8 | 10 | 104
COc1ccc(N(CC(=O)Nc2ccc3c(c2)OCCO3)S(=O)(=O)c2c(C)noc2C)cc1 | 4.5 | -6 | -4 | · | · | 5 | 0 | 45 | ·
O=[N+]([O-])c1c(N2CCN(CCO)CC2)nc2ccccn12 | 0.8 | -1 | -3 | -5 | 100 | 25 | 4 | 16 | 91
CCCCn1c(N)c(N(CCC(C)C)C(=O)CSc2nnc3ccccn23)c(=O)[nH]c1=O | -0.8 | -1 | -6 | 1 | 95 | 5 | 5 | 10 | 102
O=C(Nc1c(Cl)cc(Cl)cc1C(=O)NCCN1CCOCC1)c1cccc([N+](=O)[O-])c1 | -0.8 | 8 | 3 | 4 | 103 | 14 | 0 | 52 | 104
O=C(CSc1nnc2ccc(-c3ccccn3)nn12)NCC1CCCO1 (stereo unspecified) | -1.0 | -14 | -6 | -2 | 102 | 0 | -4 | 38 | 103
CCCCc1nnc(NC(=O)CN2C(=O)NC3(CCCCC3)C2=O)s1 | 0.0 | -10 | -30 | 4 | 105 | 3 | -2 | 19 | 108
CCOC(=O)CCCNC(=O)COC(=O)c1cccc(F)c1 | -0.5 | -10 | -12 | -9 | 102 | -2 | -1 | -7 | 94
CN(C)S(=O)(=O)c1ccc(C(=O)NNc2nc(-c3ccccc3)c3cc(Br)ccc3n2)cc1 | 0.6 | -17 | -8 | 1 | 109 | 14 | 2 | -6 | 103
COC(=O)C1=C(C)NC(C)=C(C(=O)OC(C)C)C1c1cccc2nonc12 (stereo unspecified) | -1.4 | -15 | -17 | 0&-5 | 99&101 | 2 | 2 | 48 | 89&90
O=C(Nc1ccccc1)c1cc2c(=O)c3ccccc3oc2nc1C(F)(F)F | 0.5 | 5 | 2 | 0 | 103 | 19 | -14 | -1 | 100
CSc1ccccc1NC(=O)C1CC(c2ccccc2O)=NO1 (stereo unspecified) | -1.6 | -5 | -11 | -1 | 100 | -6 | 7 | 11 | 99
O=C(c1ccccc1)N1CCN(S(=O)(=O)c2cccs2)CC1 | 0.8 | -8 | -8 | 9 | 105 | 4 | -12 | 22 | 104

Brought forward from above: two compounds, then new ones.
SMILES | OXTR agonist | GPR7 antagonist | DNA FID counter | MEKK2 mut-MEK5 | MEKK3 PB1 HTS | NALP1 inh | M18AAP inhibitor | PHOSPHO1 inh | MEKK2wt PB1 HTS
CSc1ccccc1NC(=O)C1CC(c2ccccc2O)=NO1 (stereo unspecified) | -1.6 | -5 | -11 | -1 | 100 | -6 | 7 | 11 | 99
O=C(c1ccccc1)N1CCN(S(=O)(=O)c2cccs2)CC1 | 0.8 | -8 | -8 | 9 | 105 | 4 | -12 | 22 | 104
Cc1cc(C(=O)N2CCN(c3ccccc3)CC2)c(C)o1 | -0.5 | 13 | -10 | 13 | 100 | -5 | -7 | -5 | 102
CCCc1cc(C(=O)N2CCC(n3nccc3NC(=O)c3ccc(OC)cc3)CC2)no1 | -1.6 | -7 | -35 | 3 | 104 | 20 | -7 | 8 | 98
COc1ccc(S(=O)(=O)n2[nH]c(=O)c(CCO)c2C)c([N+](=O)[O-])c1 | -0.4 | -11 | 0 | 0 | 101 | 12 | 1 | 11 | 102
C/C(=N\NC(=O)CN1CCN(Cc2ccc(C)cc2)CC1)c1ccncc1 | -0.1 | -1 | 0 | 11 | 102 | 31 | 0 | -2 | 123
CC(C)(C)c1ccc(/C=N/n2cnnc2)cc1 | -1.1 | 0 | -3 | 1 | 96 | 6 | -5 | 20 | 104
O=C(O)CNCC1COc2ccccc2O1 (stereo unspecified) | 1.8 | -1 | 5 | -1 | 100 | -3 | 2 | 13 | 97
COc1ccc2[nH]c(=O)c(CNc3cc(C)ccc3C)cc2c1 | 7.3 | -4 | -6 | -14 | 89 | 8 | 6 | -8 | 89
O=P1(O)C=C(c2ccccc2)NC(c2ccccc2)=C1 | 0.3 | 8 | 2 | 8 | 95 | 10 | -2 | 10 | 97
CC(C)(C)SCCNS(=O)(=O)c1ccc2ccccc2c1 | -0.7 | -4 | -17 | 4 | 108 | 5 | -2 | 14 | 106
Cn1c(=O)[nH]c(=O)c2c1nc(Br)n2CC(O)COCc1ccccc1 (stereo unspecified) | 3.1 | 3 | -6 | 1 | 100 | -3 | 5 | -8 | 103
COC(=O)C1=C(C(=O)OC)[C@@H]2Nc3ccccc3[C@@]23C[C@@H](C(=O)OC)N(C(=O)c2cc(C)oc2C)C3=N1 | -2.0 | · | · | -3 | 101 | · | · | · | 99
CCCn1nc(Oc2nc(SC)nc(N(C)C)n2)ccc1=O | 0.2 | -7 | -19 | 14 | 107 | 11 | -6 | 19 | 107
CCOC(=O)N1CCN(CC(=O)Nc2ccc(Oc3ccccc3)cc2)CC1 | 1.7 | 2 | -19 | · | · | -25 | -1 | 1 | ·
Clc1cccc(Cl)c1CNc1ccc(N2CCCC2)cc1 | -0.3 | -9 | -6 | -1 | 96 | 19 | 15 | 37 | 101
C=CCN(CC=C)Cc1c(C)[nH]c2ccc(C(=O)OCC)cc2c1=O | 0.2 | -2 | -2 | 2 | 102 | 11 | -4 | -3 | 108
CCC(CC)c1nnc(NC(=O)c2cc([N+](=O)[O-])ccc2N2CCCCC2)s1 | -1.2 | -6 | -1 | -1 | 109 | 23 | 4 | -9 | 94
Cc1ccc(Nc2n[nH]c(C)c2[N+](=O)[O-])c(C)c1 | -1.7 | -4 | -3 | -2 | 94 | 35 | -6 | -6 | 93
CCOc1ccc(N/C(C)=C\C(=O)c2ccc3c(c2)OCCO3)cc1 | 0.9 | -2 | -4 | 3 | 111 | 15 | 0 | 40 | 106
O=C(NC12CC3CC(CC(C3)C1)C2)N1CCCC(CO)C1 (stereo unspecified) | 0.6 | -13 | 0 | 10 | 107 | 20 | 0 | -7 | 104
O=C(Nc1ccc(OCc2ccccc2)cc1)Nc1cccnc1 | 2.6 | 12 | -7 | -2 | 101 | 9 | 4 | · | 103
CC(=O)NC(C)C(=O)OCC(=O)Nc1ccc(Br)cc1 (stereo unspecified) | 1.9 | 10 | -1 | -1 | 99 | 4 | 6 | -7 | 100
COc1ccc(CNC(=O)C[C@H]2C(=O)N(Cc3ccc(OC)cc3)C[C@@H]2Cc2ccccc2)cc1 | -1.6 | 17 | -42 | -10 | 99 | 24 | 0 | -36 | 96
CCSC1=NCCN1C(=O)C(C)(C)Oc1ccc(Cl)cc1 | -2.5 | 10 | -11 | -5 | 105 | 7 | 14 | 42 | 100
O=C(CNc1ccc(Cl)cc1)NNC(=S)NCc1ccccc1 | 1.1 | 3 | 2 | 5 | 107 | 10 | 13 | -63 | 93
COC(=O)c1ccc2c(c1)C(C)(C)C(/C=C/c1ccccc1O)=[N+]2C | 17 | 15 | -28 | -8 | 68 | 1 | 4 | 42 | -1.0*[inhibitor]
Cc1cc(C)cc(N(CC(=O)NCC2CCCO2)S(=O)(=O)c2c(C)noc2C)c1 (stereo unspecified) | -1.5 | 3 | -20 | 1 | 102 | -17 | -16 | -9 | 101
Cc1ccc(-n2c3c(cc(C(=O)NC4CCSC4=O)c2=O)C(=O)CCC3)cc1 (stereo unspecified) | -0.1 | -8 | -27 | 2 | 103 | -6 | -4 | -2 | 103
CCCCc1c(C)[nH]c2nc3ccccc3n2c1=O | -1.2 | 0 | -2 | 7 | 105 | -17 | 5 | · | 107
CCC(Sc1nc(-c2ccccc2)c(C#N)c(=O)[nH]1)C(=O)Nc1cc(C)on1 (stereo unspecified) | -0.6 | -1 | -13 | 3 | 105 | -1 | 7 | -27 | 107
COc1ccc(OC)c(C2CC(=O)N3CN(c4ccccc4F)CSC3=C2C#N)c1 (stereo unspecified) | -0.3 | 3 | -45 | 10 | 108 | 8 | 28* | 86* | 109
Nc1nonc1C(=O)N1CCCC1 | 0.8 | -12 | -3 | -1 | 101 | 5 | -15 | 33 | 98
Cc1ccc(/C=C2\Sc3ccccc3C2=O)s1 | -1.7 | 7 | 6 | -6 | 95 | -1 | 4 | -36 | 84
CC1(c2ccc3noc(-c4ccc(F)cc4)c3c2)OCCO1 | -0.2 | -10 | -3 | 13 | 104 | -2 | -1 | 18 | 102
CC(=O)Nc1ccc(NC(=O)Cn2c(=O)n(-c3ccc(F)cc3)c(=O)c3oc4ccccc4c32)cc1 | 0.1 | -19 | -3 | 7 | 104 | -6 | 2 | 44 | 108
COc1cccc(NC(=O)CSc2nnc(-c3ccc(C)cc3)o2)c1 | -1.0 | 5 | -1 | -6 | 82*[inhibitor] | 19 | -1 | 3 | 84
Cc1c(/C(O)=C2/C(=O)C(=O)N(Cc3cccnc3)C2c2cccs2)cnn1-c1ccccc1 (stereo unspecified) | 1.0 | -4 | -23 | 6 | 101 | 11 | -6 | -27 | 101
O=C(NC1CCCCC1)C(c1cccs1)N(CC1CCCO1)C(=O)c1csnn1 (stereo unspecified) | 7.9 | 5 | -13 | 3 | 100 | 20 | -4 | 16 | 99
COc1ccc(NC(=O)C(Br)C(C)C)cc1 (stereo unspecified) | -0.8 | -6 | -8 | 0 | 108 | 9 | 0 | -23 | 107
CCOC(=O)c1ccc(NC(=O)c2ccc3c(c2)OCO3)cc1 | 4.8 | -5 | -9 | 7 | 108 | 5 | -4 | -21 | 109
Cc1cccc(NC(=O)Cn2c(=O)n(C)c3ccccc32)c1 | 1.0 | -8 | -7 | 2 | 103 | -35 | -2 | -23 | 108

By substructure, the compounds so far containing an NH in an aromatic ring.
SMILES | OXTR agonist | GPR7 antagonist | DNA FID counter | MEKK2 mut-MEK5 | MEKK3 PB1 HTS | NALP1 inh | M18AAP inhibitor | PHOSPHO1 inh | MEKK2wt PB1 HTS
O=C1COCC(=O)N1CCc1c[nH]c2ccccc12 | 2.4 | 2 | -5 | -4 | 91 | 11 | 8 | -1 | 99
CCCCn1c(N)c(N(CCC(C)C)C(=O)CSc2nnc3ccccn23)c(=O)[nH]c1=O | -0.8 | -1 | -6 | 1 | 95 | 5 | 5 | 10 | 102
COc1ccc(S(=O)(=O)n2[nH]c(=O)c(CCO)c2C)c([N+](=O)[O-])c1 | -0.4 | -11 | 0 | 0 | 101 | 12 | 1 | 11 | 102
COc1ccc2[nH]c(=O)c(CNc3cc(C)ccc3C)cc2c1 | 7.3 | -4 | -6 | -14 | 89 | 8 | 6 | -8 | 89
Cn1c(=O)[nH]c(=O)c2c1nc(Br)n2CC(O)COCc1ccccc1 (stereo unspecified) | 3.1 | 3 | -6 | 1 | 100 | -3 | 5 | -8 | 103
C=CCN(CC=C)Cc1c(C)[nH]c2ccc(C(=O)OCC)cc2c1=O | 0.2 | -2 | -2 | 2 | 102 | 11 | -4 | -3 | 108
Cc1ccc(Nc2n[nH]c(C)c2[N+](=O)[O-])c(C)c1 | -1.7 | -4 | -3 | -2 | 94 | 35 | -6 | -6 | 93
CCCCc1c(C)[nH]c2nc3ccccc3n2c1=O | -1.2 | 0 | -2 | 7 | 105 | -17 | 5 | · | 107
CCC(Sc1nc(-c2ccccc2)c(C#N)c(=O)[nH]1)C(=O)Nc1cc(C)on1 (stereo unspecified) | -0.6 | -1 | -13 | 3 | 105 | -1 | 7 | -27 | 107
